Bioassay records from PubChem BioAssay.
MBNL1 CUG block: inhibitors of human MBNL1 binding to CUG repeat RNA; Q9NR56; TR-FRET MBNL1-His/biotin-(CUG)12 binding, 665/545 ratio; Potency, µM (highest dose often 57.5 µM), for inactives: at the highest dose activity change, negative = inhibition, most hits filed as inhibitors; 0.036% of 280,000 active; active = well fitted inhibition curve with a large enough effect in the signal ratio, with a control signal flat, not every such curve was filed as active; inconclusive = small, poorly fitted or top-dose-only effect, or effect the other way, or a change in a side signal; inactive = no such curve, though single readings can be large or run the other way; the % refers to the signal ratio; note: % is set by controls: 0 for no effect and ±100 for the full control effect
Target sequence (Q9NR56 whole entry, looked up): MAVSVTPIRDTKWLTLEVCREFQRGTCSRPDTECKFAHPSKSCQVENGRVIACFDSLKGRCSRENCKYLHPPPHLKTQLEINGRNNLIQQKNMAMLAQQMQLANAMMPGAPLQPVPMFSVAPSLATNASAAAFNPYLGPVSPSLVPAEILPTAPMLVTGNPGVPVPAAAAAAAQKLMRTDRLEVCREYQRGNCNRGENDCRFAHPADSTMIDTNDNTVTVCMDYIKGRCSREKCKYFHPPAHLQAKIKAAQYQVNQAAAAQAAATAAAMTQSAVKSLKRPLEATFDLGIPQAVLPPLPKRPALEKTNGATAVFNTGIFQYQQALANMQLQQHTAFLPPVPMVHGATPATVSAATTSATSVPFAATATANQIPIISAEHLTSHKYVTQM
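TR-FRET between His-tagged MBNL1 and biotin-(CUG)12 RNA, detected with Tb anti-His antibody (0.055 ng/ul) and streptavidin-XL665 (5 nM), 60 min at room temperature. Compounds titrated 92 nM to 58 uM; 665/545 nm ratio normalized to buffer and complex controls.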
FLuc modulator: inhibits or activates purified firefly luciferase, miR-21 counter-screen | AID 588342 | 6.9% of 360,000 active | P08659 | Potency, µM (titrated, usually from 57.5 µM), without a hit: at the highest dose activity change, negative = inhibition, actives largely listed as inhibitors | purified FLuc, Km substrates, luminescence inhibition;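 note: plate controls were vehicle for no effect and reference inhibitor for full effect; nearly all actives have a fitted effect of over 55% in size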
Target sequence (P08659 whole entry, looked up): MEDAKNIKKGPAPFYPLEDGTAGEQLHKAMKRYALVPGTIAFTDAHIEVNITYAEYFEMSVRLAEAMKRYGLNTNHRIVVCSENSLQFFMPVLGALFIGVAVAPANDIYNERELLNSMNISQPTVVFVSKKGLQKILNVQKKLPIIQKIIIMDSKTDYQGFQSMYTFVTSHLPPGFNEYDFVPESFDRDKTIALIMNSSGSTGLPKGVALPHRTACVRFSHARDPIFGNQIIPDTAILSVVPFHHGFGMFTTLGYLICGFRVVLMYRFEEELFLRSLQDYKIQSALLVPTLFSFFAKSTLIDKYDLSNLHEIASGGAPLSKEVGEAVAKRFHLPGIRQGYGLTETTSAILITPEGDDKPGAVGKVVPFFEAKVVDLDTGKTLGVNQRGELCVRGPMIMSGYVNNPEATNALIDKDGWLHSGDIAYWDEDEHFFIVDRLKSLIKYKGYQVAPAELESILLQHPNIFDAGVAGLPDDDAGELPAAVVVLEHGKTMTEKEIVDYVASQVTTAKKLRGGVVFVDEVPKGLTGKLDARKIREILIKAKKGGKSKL
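Purified P. pyralis luciferase (10nM final) with 10uM D-luciferin and 10uM ATP (Km levels) in 50mM Tris acetate pH 7.5, 10mM Mg acetate, 0.01% Tween-20, 0.05% BSA; qHTS 6-point titration, ~60 µM downward; luminescence read.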
p53 reactivator: re-activators of mutant p53; H1299 p53-A138V BP100-luciferase reporter, luminescence, 24 h; 0.063% of 320,000 active; AID 504706; Potency, µM (titrated, usually from 92.2 µM), without a hit: at the highest dose activity change, positive = activation, hits mostly activators; note: % of control where 0% means no effect; nearly all actives have a fitted effect of over 45% in size
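H1299 (p53-null), stable ts p53-A138V + BP100-Luc; 1000 cells/well, Opti-MEM/10% FBS; cpd 4 pt, 1:5; 24 h, 37 deg C, 5% CO2; detection reagent 10 min RT; luminescence.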
RORg inh: blocks mouse ROR gamma transcriptional activity; P51450; AID 2551; Drosophila S2 Gal4-RORgamma UAS-luciferase reporter, 20 h; 5.4% of 310,000 active; Potency, µM (series often up to 53.6 µM), for inactives: at the top dose activity change, negative = inhibition, usual class: inhibitors; note: % is set by controls: 0 for no effect and ±100 for the full control effect; nearly all actives have a fitted effect of over 60% in size
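Stable Schneider cell line, Gal4 DNA-binding domain fused to ROR gamma, UAS-luciferase. Cmpd 1 hr RT → CuSO4 700 uM final → 20 hr RT → luciferase reagent 10 min → luminescence.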
MLL CXXC-DNA inh: blocks binding of human MLL CXXC domain to DNA; 0.037% of 290,000 active; MLL-CXXC / FITC-HOXA9 DNA fluorescence polarization; Q03164; AID 2662; Potency, µM (doses to about 115 µM), for inactives: at the top dose activity change, negative = inhibition, hits mostly inhibitors; active = well fitted inhibition curve with a large enough effect in the polarisation, with a control signal flat, not every such curve was filed as active; inconclusive = small, poorly fitted or top-dose-only effect, or effect the other way, or a change in a side signal; inactive = no such curve, though single readings can be large or run the other way; the % refers to the polarisation
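Purified MLL-CXXC (added from a 7 uM solution) was preincubated 5 min at ambient with pinned compounds in 50 mM Tris-HCl pH 7.5, 50 mM NaCl, 1 mM DTT, 0.05% BSA. Fluorescein-labeled HOX-A9 DNA (50 nM solution) followed, 30 min, then polarization read.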
BRCA1 expr act: activators of BRCA1 expression; MCF7-BRCA1-FFLuc reporter, luminescence, 48 h; response scale: scaled: vehicle 0%, 10 µM genistein 100%; Potency, µM (highest dose often 46.1 µM), without a hit: top-dose activation, most hits filed as activators; 1.1% of 380,000 active; note: nearly all actives have a fitted effect of over 80% in size; some results filed as inactive show a strong effect at the top dose
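Quantitative HTS in MCF7 cells stably reporting BRCA1 expression via firefly luciferase. Compound treatment lasts 48 h at 37 °C in phenol-red free MEM. Activation is expressed relative to genistein at 10 microM and DMSO.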
ELG1 genotoxic: inducers of genotoxicity in HEK293T ELG1-luciferase cells | AID 504466 | Potency, µM (series often up to 46 µM), without a hit: at the highest dose activity change, positive = activation, hits mostly activators | HEK293T ELG1-luciferase reporter, luminescence, 16 h | 1.3% of 330,000 active; note: % of control where 0% means no effect; nearly all actives have a fitted effect of over 60% in size
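16 hr compound incubation (37 °C, 5% CO2) of HEK293T cells carrying luciferase-tagged ELG1; luciferase then measured by ONE-Glo luminescence after 30 min at RT.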
NPC1 prom act: NPC1 promoter activation; Huh7 NPC1 promoter luciferase reporter, 24 h; Potency, µM (top dose mostly 9.22 µM), for the others: at the highest dose activation, usual class: activators; 2.4% of 320,000 active; AID 485313;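 note: % of control where 0% means no effect; nearly all actives have a fitted effect of over 60% in size; reporter is driven by a mutant NPC1 promoter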
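Luciferase expression driven by the NPC1 promoter was measured in stably transfected Huh7 cells after a 24 h compound incubation, using a luciferase reagent and a luminescence read.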
uPA generation: inhibitors of cell surface uPA generation. Potency, µM (series often up to 38.3 µM), inactives show at the top dose activity change, negative = inhibition, actives largely listed as inhibitors. cell surface uPA generation assay, qHTS. AID 540303. 0.31% of 330,000 active; active = well fitted inhibition curve with a large enough effect; inconclusive = small, poorly fitted or top-dose-only effect; inactive = no such curve, though single readings can be large or run the other way; tested in mouse RAW 264.7 cells; note: % is set by controls: 0 for no effect and ±100 for the full control effect; nearly all actives have a fitted effect of over 55% in size
Rab9 promoter act: Rab9 promoter activation; Potency, µM (highest dose often 9.22 µM), inactives show at the top dose activation, negative = inhibition, hits mostly activators; AID 485297; 2.8% of 320,000 active; Huh7 Rab9 promoter-luciferase reporter, luminescence, 24 h; note: % of control where 0% means no effect; nearly all actives have a fitted effect of over 60% in size
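Huh7 cells stably carrying Rab9 promoter–luciferase reporter, plated 1500 cells/well, compound added after 2 h and incubated 24 h at 37 °C; luciferase luminescence then read after 10 min with detection reagent.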
Gal4-VP16 FLuc: counter-screen for ROR gamma inhibitors: Gal4-VP16 reporter. Drosophila S2 Gal4-VP16 UAS-luciferase, luminescence, 20 h. Potency, µM (doses to about 53.6 µM), for inactives: at the highest dose activity, negative = inhibition, actives largely listed as inhibitors. 3.5% of 310,000 active;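 note: Gal4-VP16 expression switched on by copper sulfate through the metallothionein promoter; % is set by controls: 0 for no effect and ±100 for the full control effect; nearly all actives have a fitted effect of over 50% in size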
Numbers without * were called inactive; ? = inconclusive; . = no result given; [ ] = another dose, or the depositor's remark. Unless noted, calls come from the whole dose curve; as a rule, active = well fitted curve in the direction sought with a large enough effect; inconclusive = small, poorly fitted or top-dose-only effect, or another doubt; inactive = no such curve, though single readings can be large; an effect the other way counts as inactive or inconclusive. Potency is the fitted concentration of half-maximal effect.

Under each structure – MBNL1 CUG block	FLuc modulator	p53 reactivator	RORg inh	MLL CXXC-DNA inh	BRCA1 expr act	ELG1 genotoxic	NPC1 prom act	uPA generation	Rab9 promoter act	Gal4-VP16 FLuc
> CCOC(=O)C1CCCN(c2oc(-c3ccc(OC)cc3)nc2C#N)C1 (configuration not stated)
    0%	-3%	4%	-13%	12%	-4%	1%	-2%	16%	-3%	1%
> CC(C)C(=O)N=C1SC2CS(=O)(=O)CC2N1Cc1ccccc1 (configuration not stated)
    3%	-1%	-3%	4%	2%	1%	-1%	-4%	6%	0%	-6%
> Cc1sc2nc(C3CC3)nc(SCC(=O)N3c4ccccc4CC3C)c2c1C (configuration not stated)
    14%	5%	0%	-23%	11%	-42%	-1%	-10%	.	14%	0%
> COc1ccc(NC2=Nc3cccc4cccc2c34)cc1OC
    ?	?	-3%	-14%	6%	-19%	-3%	6%	4%	-2%	-3%
> CCOC(=O)c1c(O)c2c([nH]c1=O)CCCC2
    -4%	-2%	0%	-1%	8%	4%	1%	-6%	.	-1%	0%
> O=C(/C=C/c1cc2ccccc2o1)c1ccccc1O
    -4%	2.4µM*	?	41%	-10%	?	?	?	-3%	?	-8%
> Cc1ccc(S(=O)(=O)NCCC(=O)OC(C)C(=O)NC2CC2)cc1 (configuration not stated)
    .	13%	4%	.	.	-12%	-1%	-2%	0%	-2%	.
> CCSCc1nnc(SCC(=O)Nc2cc(F)ccc2C)n1C
    -3%	0%	-1%	-11%	6%	3%	-1%	-1%	9%	-7%	6%
> CCc1nnc(NS(=O)(=O)c2ccc(N/C=C\C(=O)c3cccc(OC)c3)cc2)s1
    6%	17µM*	1%	1%	5%	-12%	10%	1%	1%	-7%	26%
> O=C(CSc1nc2ccccc2c(=O)[nH]1)c1ccccc1
    19%	1%	26%	-7%	1%	17%	14%	-3%	0%	11%	4%
> COC(=O)C1=NNC2(c3ccc(Cl)cc3)C(=O)N(c3ccccc3)C(=O)C12 (configuration not stated)
    -6%	-2%	-21%	7%	5%	10%	0%	-4%	-7%	-1%	-13%
> Cc1ccccc1-n1c(SCC(=O)c2cc(C)n(C)c2C)nnc1-c1ccncc1
    -11%	-4%	-4%	20%	-2%	-8%	-10%	-2%	2%	-1%	4%
> Cc1onc(-c2ccccc2)c1C(=O)OCC(=O)Nc1ccc(OC(F)(F)F)cc1
    .	-6%	-9%	.	.	-44%	-4%	-1%	4%	-2%	.
> CCC1(C)Cc2c(C#N)c(N)sc(=S)c2CO1 (configuration not stated)
    ?	-4%	-14%	-26%	-10%	11%	-8%	-1%	0%	16%	-14%
> CC(C)(C)c1ccc(S(=O)(=O)Nc2cccc(C3OCCCO3)c2)cc1
    .	4%	8%	?	-3%	-11%	-3%	-1%	2%	-2%	-22%
> CN(C)C(=O)CS(=O)(=O)c1ccc(Cl)cc1
    .	5%	1%	4%	-2%	2%	-1%	-4%	20%	-1%	-10%
> CC(=O)N1N=C(c2cccnc2)OC1c1ccc(C(C)C)cc1 (configuration not stated)
    -3%	?	3%	-5%	-4%	13%	10%	-2%	2%	-8%	-15%
> CCOc1ccc(S(=O)(=O)N(C)CC(=O)NCc2ccccn2)cc1Cl
    -2%	0%	-5%	1%	-6%	-6%	3%	1%	-11%	1%	-3%
> Cn1c(=O)c2cnc(N3CCOCC3)nc2n(C)c1=O
    1%	7%	3%	-1%	69%[activator]	.	-5%	0%	.	6%	5%
> O=C(CSc1nc(C2CC2)nc2c1cnn2-c1ccccc1)Nc1c[nH]c(=O)[nH]c1=O
    5%	-1%	0%	32%	51%[activator]	-16%	6%	1%	-3%	7%	?

(further entries)
Molecule | MBNL1 CUG block | FLuc modulator | p53 reactivator | RORg inh | MLL CXXC-DNA inh | BRCA1 expr act | ELG1 genotoxic | NPC1 prom act | uPA generation | Rab9 promoter act | Gal4-VP16 FLuc
c1ccc(CSc2nncn2-c2ccccn2)cc1 | 14% | 4% | -1% | -9%[10 µM] | -2% | 9% | 6% | -2% | 2% | -2% | -7%
O=C(O)C(c1ccccc1)N1C(=O)/C(=C\c2ccc(-c3cccc(Cl)c3)o2)SC1=S (configuration not stated) | 2% | 2% | 6% | 8% | 49%[activator] | -12% | -1% | -4% | -22% | -7% | 1%
Cc1cccc(-c2noc(CNC(=O)c3ccc4c(c3)OCO4)n2)c1 | -6% | -1% | -6% | 3% | 14% | -10% | -35%[inhibitor] | -10% | 3% | 4% | -1%
COc1ccc(-c2nc3c(-c4ccccc4)cnn3cc2C)cc1F | ? | -16% | 3% | 6% | -1% | -1% | 7% | 11% | -1% | 21% | -1%
Cc1ccnc(NC(=O)c2cc(-c3ccc(Cl)s3)nc3ccccc23)c1 | . | ? | 10% | . | . | -1% | -3% | -1% | -4% | -3% | .
NC(=O)c1ccc(NC(=O)CCCNC(=O)c2ccc(Cl)cc2)cc1 | -3% | -7% | 9% | 7% | 8% | -23% | 3% | 0% | 10% | -1% | 1%
COc1ccc2cc(CN(C(=O)Nc3ccccc3OC)C3CCCC3)c(=O)[nH]c2c1 | 3% | -9% | -10% | 15% | -7% | -82% | 1% | -1% | -7% | 0% | -13%
Cc1ccc(S(=O)(=O)N2CC3(C)CN(S(=O)(=O)c4ccc(C)cc4)CC(C)(C2)C3O)cc1 (configuration not stated) | 3% | -1% | 22% | 2% | 0% | 2% | -1% | 0% | -1% | -5% | -1%
COc1ccccc1C(=O)NC(=O)COC(=O)c1cccc(C)c1O | . | 2% | 3% | . | . | -8% | 1% | -3% | 1% | 2% | .
CC1(C)C2CCC(C2)C1(C)N=C1OC(CCl)CS1 (configuration not stated) | ? | 4% | 0% | 0% | -10% | 1% | -4% | 1% | 1% | -2% | -5%

The listing continues:
Molecule | MBNL1 CUG block | FLuc modulator | p53 reactivator | RORg inh | MLL CXXC-DNA inh | BRCA1 expr act | ELG1 genotoxic | NPC1 prom act | uPA generation | Rab9 promoter act | Gal4-VP16 FLuc
Cc1ccc(OCc2ccc(C(=O)Nc3ccc(C(N)=O)cc3)o2)c([N+](=O)[O-])c1 | -8% | -3% | -3% | 3% | 50%[activator] | 36% | 0% | -1% | -17% | -3% | 4%
O=c1[nH]c(C2CCCN(S(=O)(=O)c3ccccc3)C2)nc2c1nnn2Cc1ccccc1F (configuration not stated) | 0% | -1% | -16% | -29% | -4% | -11% | 2% | 0% | -7% | -2% | -14%
FC(F)Oc1ccc(NC(=S)NCc2ccco2)cc1Cl | ? | -13% | -4% | ? | 9% | -8% | -7% | 0% | -16% | 2% | -2%
Cc1c(NC(=O)COc2c(F)c(F)c(F)c(F)c2F)c(=O)n(-c2ccccc2)n1C | -3% | -1% | -1% | 29% | 5% | -9% | 0% | -1% | 2% | 4% | -7%
COc1cc(OC)c(NC(=O)CCCNC(=O)Cn2cnc3sc(C)c(C)c3c2=O)cc1Cl | -3% | 0% | -15% | -11% | 7% | -7% | 5% | 0% | 3% | 1% | 0%
COc1ccc(NC(=O)C(NC(=O)c2ccc(=O)[nH]c2)c2ccc(C)cc2)cc1 (configuration not stated) | -6% | -2% | -8% | -14% | 2% | -23% | 9% | 1% | 1% | -10% | -11%

In another format: 2 of the compounds above
COc1cc(OC)c(NC(=O)CCCNC(=O)Cn2cnc3sc(C)c(C)c3c2=O)cc1Cl
- MBNL1 CUG block: -3%
- FLuc modulator: 0%
- p53 reactivator: -15%
- RORg inh: -11%
- MLL CXXC-DNA inh: 7%
- BRCA1 expr act: -7%
- ELG1 genotoxic: 5%
- NPC1 prom act: 0%
- uPA generation: 3%
- Rab9 promoter act: 1%
- Gal4-VP16 FLuc: 0%
COc1ccc(NC(=O)C(NC(=O)c2ccc(=O)[nH]c2)c2ccc(C)cc2)cc1 (configuration not stated)
- MBNL1 CUG block: -6%
- FLuc modulator: -2%
- p53 reactivator: -8%
- RORg inh: -14%
- MLL CXXC-DNA inh: 2%
- BRCA1 expr act: -23%
- ELG1 genotoxic: 9%
- NPC1 prom act: 1%
- uPA generation: 1%
- Rab9 promoter act: -10%
- Gal4-VP16 FLuc: -11%

Not all compounds are listed. The share of hits here may be higher or lower than overall.
